Compound activity (PubChem)
USP1 inh – Inhibitors of USP1/UAF1: Primary Screen; Potency, µM (top dose mostly 57.1 µM), without a hit: at the top dose activity change, negative = inhibition, actives largely listed as inhibitors; Ubiquitin carboxyl-terminal hydrolase 1 (Homo sapiens), O94782; recombinant USP1/UAF1, Ub-Rhodamine cleavage fluorescence; actives 0.23% (n = 390,000); note: potency is the fitted concentration of half-maximal effect; % is set by controls: 0 for no effect and ±100 for the full control effect; nearly all actives have a fitted effect of over 60% in size; inactives centre near -12
Target sequence (O94782 whole entry, looked up): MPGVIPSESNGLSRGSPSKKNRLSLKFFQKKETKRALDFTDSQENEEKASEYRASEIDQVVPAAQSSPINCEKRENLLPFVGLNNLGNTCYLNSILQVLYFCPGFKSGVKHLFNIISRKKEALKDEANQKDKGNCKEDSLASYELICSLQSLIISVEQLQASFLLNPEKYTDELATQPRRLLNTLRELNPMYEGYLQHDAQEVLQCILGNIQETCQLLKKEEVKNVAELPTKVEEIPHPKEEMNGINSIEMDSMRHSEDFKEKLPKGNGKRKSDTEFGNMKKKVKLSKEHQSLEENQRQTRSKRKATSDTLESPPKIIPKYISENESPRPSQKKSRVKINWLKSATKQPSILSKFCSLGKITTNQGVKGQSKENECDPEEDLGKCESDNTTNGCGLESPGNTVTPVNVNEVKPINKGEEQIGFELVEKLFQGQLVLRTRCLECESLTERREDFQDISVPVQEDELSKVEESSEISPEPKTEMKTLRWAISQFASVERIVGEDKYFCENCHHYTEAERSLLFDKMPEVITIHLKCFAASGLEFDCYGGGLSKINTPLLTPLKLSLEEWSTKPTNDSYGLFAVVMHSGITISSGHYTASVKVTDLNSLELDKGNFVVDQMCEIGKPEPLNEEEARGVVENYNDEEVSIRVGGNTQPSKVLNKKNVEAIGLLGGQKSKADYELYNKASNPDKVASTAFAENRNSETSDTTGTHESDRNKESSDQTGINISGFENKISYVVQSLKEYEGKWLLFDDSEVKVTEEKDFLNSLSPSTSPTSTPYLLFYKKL
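USP1/UAF1 complex (1 nM) preincubated 15 min at room temperature with compound, then Ub-Rho substrate (150 nM final) added. Kinetic fluorescence at 480/540 nm over 6 reads at 60 s intervals; 50 mM HEPES pH 7.8, 0.5 mM EDTA, 0.1 mg/ml BSA, 1 mM TCEP, 0.01% Tween-20.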
IDH1 R132H inh – qHTS for Inhibitors of mutant isocitrate dehydrogenase 1 (IDH1): qHTS; Isocitrate dehydrogenase [NADP] cytoplasmic (Homo sapiens), O75874; IDH1-R132H enzyme, NADPH consumption, diaphorase/resazurin fluorescence; Potency, µM (series often up to 76.6 µM), for inactives: top-dose activity change, negative = inhibition, actives largely listed as inhibitors; actives 0.093% (n = 390,000); note: potency is the fitted concentration of half-maximal effect; % is set by controls: 0 for no effect and ±100 for the full control effect; nearly all actives have a fitted effect of over 65% in size
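IDH1-R132H (0.5 ug/mL dispensed) in pH 7.5 Tris buffer was preincubated 30 min with compound, then given a substrate mix of 0.016 mM NADPH and 2 mM alpha-KG for 80 min at room temperature; remaining NADPH was read by diaphorase/resazurin fluorescence.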
TrxR1 substrate – qHTS Assay for Substrates of Mammalian Selenoprotein Thioredoxin Reductase 1 (TrxR1): qHTS. Thioredoxin reductase 1, cytoplasmic (Rattus norvegicus), O89049. purified TrxR1 substrate turnover, NADPH consumption readout. Potency, µM (series often up to 114 µM), for inactives: top-dose activity change, negative = substrate turnover. actives 0.01% (n = 390,000); note: potency is the fitted concentration of half-maximal effect; % is set by controls: 0 for no effect and ±100 for the full control effect; nearly all actives have a fitted effect of over 50% in size
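Rat TrxR1, dispensed at 90 nM, was prereduced with 400 uM NADPH (final) for 5 min at ~22 deg C, then incubated with compound 15 min before 400 uM selenite. A first-read NADPH fluorescence drop versus no-compound background flagged substrates.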
TRHR enhancer – qHTS for Small Molecule Agonists and Allosteric Enhancers of Human TRH Receptor: Primary Screen for Enhancers; Thyrotropin-releasing hormone receptor (Homo sapiens), P34981; TRHR cells, fluo-8 calcium fluorescence, EC20 TRH enhancement; enhancement, % at 2 µM; actives 0.66% (n = 360,000); AID 493056, 2011; in the data active = enhancement above about 30%; note: 0% is about no effect
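Enhancer read-out: after compound pinning and an initial kinetic agonist-mode read, an EC20 of TRH (10 nM final) was injected and fluo-8 calcium signal (Ex 480/Em 530) followed at 1 s/cycle for 100 cycles in TRHR-expressing cells.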
PI4K2A inh – qHTS for small molecular inhibitors of PI4K2A. Phosphatidylinositol 4-kinase type 2-alpha (Homo sapiens), Q9BTU6. purified PI4K2A, ADP-Glo luminescence, 1 h; stronger effect = lower value. activity change, negative = inhibition, % at 76.9 µM. actives 0.13% (n = 420,000). AID 1346378, 2018; in the data active = activity change below about -50%; inconclusive = mostly about -30% to -49%;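 note: -100% = wells without enzyme as full effect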
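PI4K2A activity was measured by ADP-Glo luminescence: enzyme (4 ug/mL stock) and phosphatidylinositol (1.2 mM stock) in Tris pH 7.5/MgCl2/EGTA/Triton X-100 buffer were reacted with ATP (300 microM stock) for one hour at ambient temperature.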
D2 antag – HTS Assay for Allosteric Antagonists of the Human D2 Dopamine Receptor: Primary Screen for Antagonists; D(2) dopamine receptor (Homo sapiens), P14416; HEK293 TREx D2 cells, calcium flux, dopamine EC80; inhibition, % at 10 µM; actives 2% (n = 340,000); in the data active = inhibition above about 30%; note: 0% is about no effect
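HEK293 T-REx D2 cells, tet-induced, calcium dye no-wash. Cpd pintool add, 180 s kinetic, then EC80 DA, 180 s kinetic. Ca flux read.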
D2 ag – HTS Assay for Allosteric Agonists of the Human D2 Dopamine Receptor: Primary Screen for Agonists; D(2) dopamine receptor (Homo sapiens), P14416; HEK293 T-REx D2 cells, calcium flux agonist mode; activation, % at 2 µM; actives 0.53% (n = 340,000); AID 485358, 2010;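 active = activation over 3 SD above normal in the single-dose calcium agonist read, cut at about 30% in these data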; note: 0% is about no effect
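Agonism is scored from calcium flux in a force-coupled, inducible HEK293 cell line expressing D2, read kinetically for 180 s after compound addition against dopamine controls.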
rTrxR1 inhibitor – qHTS Assay for Inhibitors of Mammalian Selenoprotein Thioredoxin Reductase 1 (TrxR1): qHTS | Potency, µM (doses to about 114 µM), for inactives: top-dose activity change, negative = inhibition, usual class: inhibitors | actives 1% (n = 390,000) | recombinant rTrxR1, NADPH fluorescence consumption, selenite substrate | AID 588453, 2011; note: potency is the fitted concentration of half-maximal effect; % is set by controls: 0 for no effect and ±100 for the full control effect; nearly all actives have a fitted effect of over 65% in size
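Rat TrxR1 (90 nM in the dispensed reagent) was pre-reduced with 400 uM NADPH for 5 min at room temperature, then incubated with compound for 15 min. After 400 uM selenite was added, NADPH fluorescence (Ex 340/Em 450 nm) was followed for 8 min.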
TRHR ag – qHTS for Small Molecule Agonists and Allosteric Enhancers of Human TRH Receptor: Primary Screen for Agonists; Thyrotropin-releasing hormone receptor (Homo sapiens), P34981; actives 0.18% (n = 360,000); activation, % at 2 µM; AID 493084, 2011; TRHR cells, calcium flux fluo-8, FDSS agonist mode; in the data active = activation above about 30%; note: 0% is about no effect
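TRHR-expressing cells loaded with fluo-8 calcium dye; 23 nL library compound pin-transferred, kinetic FDSS fluorescence (Ex 480/Em 530) recorded about 180 s for agonist-induced calcium release, before a 10 nM TRH EC20 addition for potentiator mode.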
* marks the source's active call; other numbers are inactive results; [ ] = dose if it differs, or a comment. Unless noted, calls come from the whole dose curve; as a rule, active = well fitted inhibition curve with a large enough effect; inconclusive = small, poorly fitted or top-dose-only effect; inactive = no such curve, though single readings can be large or run the other way.

Results for CCCCCCC(C)n1[nH]c(=O)cc1N (stereo unspecified) ?
USP1 inh: -2%; IDH1 R132H inh: -2%; TrxR1 substrate: 9%; TRHR enhancer: 26; PI4K2A inh: -1; D2 antag: -6; D2 ag: -1.6; rTrxR1 inhibitor: inconclusive; TRHR ag: -0.1

What do the screens show for `COCCCNC(=O)/C(C#N)=C/c1ccc(F)cc1`?
USP1 inh: -11%; IDH1 R132H inh: -2%; TrxR1 substrate: 5%[57.1 µM]; TRHR enhancer: 3; PI4K2A inh: 6; D2 antag: 9; D2 ag: 1.6; rTrxR1 inhibitor: 11%[57.1 µM]; TRHR ag: 5.1

Results for O=C(Cn1cccn1)N1CCCC(N2CCN(c3ccccc3F)CC2)C1 (stereo unspecified) ?
USP1 inh: 1%; IDH1 R132H inh: 0%; TrxR1 substrate: -2%; TRHR enhancer: 3; PI4K2A inh: 3; D2 antag: 9; D2 ag: 0.8; rTrxR1 inhibitor: 4%; TRHR ag: 0.6

What do the screens show for `CC(=O)OC[C@H]1O[C@H](C/C=N/OC[C@@H](O)[C@H]2O[C@@H]3OC(C)(C)O[C@@H]3[C@H]2O)C=C[C@@H]1OC(C)=O`?
TRHR enhancer: 3; D2 antag: -17; D2 ag: 1.1; TRHR ag: -1.6

How did CCCCCNC(=O)c1ccc2c(c1)ncn2-c1cccc(C)c1 do in these assays?
USP1 inh: -16%; IDH1 R132H inh: 13%; TrxR1 substrate: -1%[57.1 µM]; TRHR enhancer: 0; PI4K2A inh: 2; D2 ag: -0.6; rTrxR1 inhibitor: 17%[57.1 µM]; TRHR ag: -1.4

What do the screens show for `O=C(O)Cn1cc(/C=C2/NC(=O)N(c3ccc(Cl)cc3)C2=O)c2ccccc21`?
USP1 inh: -28%; IDH1 R132H inh: -10%; TrxR1 substrate: -3%[57.1 µM]; TRHR enhancer: 9; PI4K2A inh: -6; D2 antag: 2; D2 ag: 0.5; rTrxR1 inhibitor: inconclusive; TRHR ag: 0.4

What do the screens show for `COc1cccc(-c2nc(COc3ccc(Cl)cc3Cl)no2)c1`?
USP1 inh: -25%; IDH1 R132H inh: -4%; TrxR1 substrate: -2%; TRHR enhancer: -6; PI4K2A inh: -1; D2 antag: 1; D2 ag: -0.9; rTrxR1 inhibitor: 13%; TRHR ag: 0.5

How did Cc1ccccc1OCc1nc2ccccc2c(=O)n1N do in these assays?
USP1 inh: -5%; IDH1 R132H inh: 4%; TrxR1 substrate: 7%[57.1 µM]; TRHR enhancer: 16; PI4K2A inh: 7; D2 antag: 9; D2 ag: 0.7; rTrxR1 inhibitor: 9%[57.1 µM]; TRHR ag: 0.7

What do the screens show for `O=C(Nc1ccccc1C(=O)NCC1CCCO1)c1ccc(Cl)cc1Cl` (stereo unspecified)?
USP1 inh: 0%; IDH1 R132H inh: 5%; TrxR1 substrate: -7%; TRHR enhancer: 1; PI4K2A inh: 4; D2 antag: -2; D2 ag: -0.3; rTrxR1 inhibitor: 2%; TRHR ag: 0.0

What do the screens show for `Cc1ccc(C)c(COC(=O)c2cc(S(=O)(=O)N3CCCCC3)ccc2N2CCOCC2)c1`?
USP1 inh: -12%; IDH1 R132H inh: -2%; TrxR1 substrate: 5%; TRHR enhancer: -2; PI4K2A inh: 1; D2 antag: 3; D2 ag: 0.6; rTrxR1 inhibitor: 22%; TRHR ag: 0.5

What do the screens show for `C[C@@H](c1ccccc1)N1C[C@H]2CCCN2c2cc(Br)ccc2S1(=O)=O`?
USP1 inh: -15%; IDH1 R132H inh: -4%; TrxR1 substrate: -9%; PI4K2A inh: 2; rTrxR1 inhibitor: -2%

How did CC1(C)Cc2c(c(=S)nc(-c3ccccc3)n2CCOCCO)CO1 do in these assays?
USP1 inh: -21%; IDH1 R132H inh: 2%; TrxR1 substrate: -6%; TRHR enhancer: 3; PI4K2A inh: -11; D2 antag: -6; D2 ag: 1.4; rTrxR1 inhibitor: inconclusive; TRHR ag: 0.2

Results for COC(=O)C(Nc1ccccc1Cl)(c1cc(C)c(O)c(C)c1)C(F)(F)F (stereo unspecified) ?
USP1 inh: -6%; IDH1 R132H inh: inconclusive; TrxR1 substrate: -5%; TRHR enhancer: -2; PI4K2A inh: -10; D2 antag: -8; D2 ag: 0.1; rTrxR1 inhibitor: 12%; TRHR ag: -1.2

What do the screens show for `CCCCCN(C(=O)COC(=O)c1ccc(C)cc1)c1c(N)n(CCCC)c(=O)[nH]c1=O`?
USP1 inh: -6%; IDH1 R132H inh: -5%; TrxR1 substrate: 1%; TRHR enhancer: 3; PI4K2A inh: 3; D2 antag: -19; D2 ag: 0.8; rTrxR1 inhibitor: 10%; TRHR ag: 1.4

Results for CN(CC1COc2ccccc2O1)C(=O)Cn1cc(C(F)(F)F)ccc1=O (stereo unspecified) ?
USP1 inh: -9%; IDH1 R132H inh: 0%; TrxR1 substrate: 0%; PI4K2A inh: 1; rTrxR1 inhibitor: -4%

Molecules above that contain a carbonyl joined to an NH by a bond outside any ring:
What do the screens show for `COCCCNC(=O)/C(C#N)=C/c1ccc(F)cc1`?
USP1 inh: -11%; IDH1 R132H inh: -2%; TrxR1 substrate: 5%[57.1 µM]; TRHR enhancer: 3; PI4K2A inh: 6; D2 antag: 9; D2 ag: 1.6; rTrxR1 inhibitor: 11%[57.1 µM]; TRHR ag: 5.1

How did CCCCCNC(=O)c1ccc2c(c1)ncn2-c1cccc(C)c1 do in these assays?
USP1 inh: -16%; IDH1 R132H inh: 13%; TrxR1 substrate: -1%[57.1 µM]; TRHR enhancer: 0; PI4K2A inh: 2; D2 ag: -0.6; rTrxR1 inhibitor: 17%[57.1 µM]; TRHR ag: -1.4

What do the screens show for `O=C(Nc1ccccc1C(=O)NCC1CCCO1)c1ccc(Cl)cc1Cl` (stereo unspecified)?
USP1 inh: 0%; IDH1 R132H inh: 5%; TrxR1 substrate: -7%; TRHR enhancer: 1; PI4K2A inh: 4; D2 antag: -2; D2 ag: -0.3; rTrxR1 inhibitor: 2%; TRHR ag: 0.0

New compounds follow:
How did CCc1nn(C(CC)C(=O)NCc2cccc(OC)c2OC)c(=O)c2cc3occc3n12 (stereo unspecified) do in these assays?
USP1 inh: -17%; IDH1 R132H inh: 2%; TrxR1 substrate: -4%; TRHR enhancer: -1; PI4K2A inh: 1; D2 antag: 3; D2 ag: 0.9; rTrxR1 inhibitor: 44%[activator]; TRHR ag: 0.8

What do the screens show for `CCOC(=O)C1CCN(C(=O)/C=C/c2ccc3c(c2)OCO3)CC1`?
USP1 inh: -20%; IDH1 R132H inh: 8%; TrxR1 substrate: 0%[57.1 µM]; TRHR enhancer: -5; PI4K2A inh: 2; D2 antag: 8; D2 ag: -0.9; rTrxR1 inhibitor: 8%[57.1 µM]; TRHR ag: -0.5

Results for NC(=O)c1ccccc1NC(=O)CN1CCN(Cc2ccc(Cl)cc2Cl)CC1 ?
USP1 inh: -8%; IDH1 R132H inh: 5%; TrxR1 substrate: -4%; TRHR enhancer: -5; PI4K2A inh: -8; D2 antag: -4; D2 ag: 0.8; rTrxR1 inhibitor: 0%; TRHR ag: 0.3

What do the screens show for `COc1ccc(C(C(=O)NC2CCCC2)N(CCCO)C(=O)c2snc(C(N)=O)c2N)cc1` (stereo unspecified)?
USP1 inh: -2%; IDH1 R132H inh: -3%; TrxR1 substrate: 11%[57.1 µM]; TRHR enhancer: 2; PI4K2A inh: 1; D2 antag: -9; D2 ag: 0.6; rTrxR1 inhibitor: 12%[57.1 µM]; TRHR ag: 0.3

What do the screens show for `COc1cc(/C=C/C(=O)Nc2ccc(N3CCCCC3)c(S(=O)(=O)Nc3ccccc3Cl)c2)cc(OC)c1OC`?
USP1 inh: -17%; IDH1 R132H inh: -9%; TrxR1 substrate: -9%; TRHR enhancer: 1; PI4K2A inh: 3; D2 antag: -2; D2 ag: 1.7; rTrxR1 inhibitor: -7%; TRHR ag: 1.3

What do the screens show for `C=CCNc1cc(C(F)(F)F)nc(-c2ccccn2)n1`?
USP1 inh: -9%; IDH1 R132H inh: 1%; TrxR1 substrate: 7%[57.1 µM]; PI4K2A inh: -8; rTrxR1 inhibitor: -14%

How did O=C(NCCCN1CCOCC1)C(=O)N/N=C/c1ccccc1O do in these assays?
USP1 inh: -2%; IDH1 R132H inh: -2%; TrxR1 substrate: -4%; TRHR enhancer: 1; PI4K2A inh: 2; rTrxR1 inhibitor: 1%; TRHR ag: 0.4

Results for Cc1ccc(NC(=O)Cc2ccsc2)cc1Cl ?
USP1 inh: -24%; IDH1 R132H inh: 5%; TrxR1 substrate: -4%; TRHR enhancer: 2; PI4K2A inh: 1; D2 antag: 5; D2 ag: -0.7; rTrxR1 inhibitor: 13%; TRHR ag: 0.3
